phage Ecoli inh: growth loss of phage-infected E. coli, primary screen, RecBCD inhibitor project, absorbance, with phage, HTS; inhibition, % at 11.9 µM; 360,000 compounds, 0.26% hits; AID 651602, 2012; in the data active means inhibition above about 11%
Wnt act: Wnt/beta-catenin pathway activators, primary screen, cell-based, plate reader, single point | 300,000 compounds, 1.2% hits | Wnt/beta-catenin reporter cell assay, activator | activation, % at 9.35 µM | AID 743398, 2014; in the data active means activation above about 30%, passing the limit was not always enough;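 further: 0% = neutral control wells and 100% = positive control wells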
Numbers without * were called inactive. This is a subset; rates above refer to the full screens.

SMILES	phage Ecoli inh	Wnt act
Cc1noc(C)c1NC(=O)N(C)C[C@@H]1Oc2ncc(Br)cc2C(=O)N([C@@H](C)CO)C[C@H]1C	-0.4	-2
Cc1ccc(CN2CCNC(=O)C2CC(=O)NCCCn2nnc3ccccc32)cc1 (stereo not drawn)	0.7	6
N#Cc1ccc(C(C(=O)NC2CCCCC2)n2c(=O)c(-c3ccco3)nc3ccccc32)cc1 (stereo not drawn)	1.1	-2
COc1ccc(S(=O)(=O)NC(=O)C2(C)CCN2C(=O)Cc2cc(C)cc(C)c2)cc1OC (stereo not drawn)	-2.2	2
CC(C)Nc1ncnc2c1ncn2[C@H]1CN(Cc2ccc(-c3ccccc3)cc2)C[C@@H](CO)O1	1.9	-1
CC(C)c1ccc(Nc2n[nH]c(=S)s2)cc1	2.2	-3
CC1C(c2ccccc2)OCCN1C(=S)NC(=O)c1ccccc1 (stereo not drawn)	1.4	1
OC[C@@H]1CN(Cc2ccco2)C[C@H](n2cnc3c(NCc4ccc(F)cc4)ncnc32)O1	-2.4	-3
C[C@H](CO)N1C[C@H](C)[C@@H](CN(C)C(=O)Nc2ccccc2)Oc2ncc(-c3ccc(C#N)cc3)cc2C1=O	1.6	-1
CC(O)(c1ccccc1)c1nc(-c2ccc(F)c(Cl)c2)cs1 (stereo not drawn)	3.6	-1
COC(=O)[C@]12CCCCC=C1N(Cc1ccco1)C(=O)[C@H](CC(=O)NCc1cccc(C(F)(F)F)c1)C2	0.1	-2
CCCS(=O)(=O)NC(=O)C1(C)CCCN(C(=O)c2cccnc2Oc2ccccc2)C1 (stereo not drawn)	-0.8	0
CC(=O)c1ccccc1C(=O)N1CCCC(CNC(=O)c2ccc(F)cc2)C1 (stereo not drawn)	0.6	-1
Clc1cccc(Cc2c(-c3cccc(Br)c3)nc3ccc(Cl)cn23)c1	0.1	0
Cc1[nH]c2ccccc2c1CC(=O)Nc1ccc(Nc2cccnc2)c(-c2ccc(F)c(F)c2)c1	2.3	-11
Cc1ccccc1CN1CCN(C(=O)[C@H]2O[C@@H](n3cnc(C(N)=O)n3)[C@H](O)[C@@H]2O)CC1	3.0	-3
C1=C(c2cn(-c3nc4ccccc4s3)nn2)CCCC1	3.0	12
O=C(Cn1c(Cn2c(-c3cnccn3)nc3ccccc32)nc2ccccc21)c1ccc(OC(F)(F)F)cc1	2.2	-2
Cc1ccc(Nc2cc(=O)n(C)c(=O)[nH]2)cc1C	1.8	-1
CC1(C(=O)Nc2ccc3c(c2)OCO3)CCN1C(=O)Cc1ccc(-c2ccccc2)cc1 (stereo not drawn)	1.9	-3
COc1cccc(Nc2nc(C(N)CC(C)C)cs2)n1 (stereo not drawn)	1.2	0
CCOC(=O)[C@]12Cc3c(cc(OC)c(OC)c3OC)[C@H]1N(C1CCCCC1)C(=O)c1cc(OC)ccc12	2.1	-5
COc1ccc(-n2nnnc2C(c2cccs2)N2CCN(C/C=C/c3ccccc3)CC2)cc1 (stereo not drawn)	-0.7	-2
COCCNc1nc2cc(-c3cccc(Cl)c3)sc2c(=O)n1C	2.3	-1
O=Nc1ccc(Cl)cn1	1.6	11
CCOC(=O)C1=CCC(C(C)(C)C)N(S(=O)(=O)c2ccc(C)cc2)C1 (stereo not drawn)	3.4	-3
CC1(C(=O)O)CCCN1C(=O)c1ccccc1OC(F)(F)F (stereo not drawn)	1.3	3
C[C@H](CO)N1C[C@H](C)[C@@H](CN(C)C(=O)Nc2ccccc2)Oc2cc(Br)ccc2S1(=O)=O	4.2	0
O=C(CCCn1c(=S)[nH]c2ccsc2c1=O)Nc1ccc(F)cc1	5.1	0
COCCOC(=O)N1CCCCC1c1cc(C(=O)NCc2ccc(Cl)c(Cl)c2)no1 (stereo not drawn)	3.8	-7

Part of the list above, bar-delimited:
Compound | phage Ecoli inh | Wnt act
Cc1[nH]c2ccccc2c1CC(=O)Nc1ccc(Nc2cccnc2)c(-c2ccc(F)c(F)c2)c1 | 2.3 | -11
Cc1ccccc1CN1CCN(C(=O)[C@H]2O[C@@H](n3cnc(C(N)=O)n3)[C@H](O)[C@@H]2O)CC1 | 3.0 | -3
C1=C(c2cn(-c3nc4ccccc4s3)nn2)CCCC1 | 3.0 | 12
O=C(Cn1c(Cn2c(-c3cnccn3)nc3ccccc32)nc2ccccc21)c1ccc(OC(F)(F)F)cc1 | 2.2 | -2
Cc1ccc(Nc2cc(=O)n(C)c(=O)[nH]2)cc1C | 1.8 | -1
CC1(C(=O)Nc2ccc3c(c2)OCO3)CCN1C(=O)Cc1ccc(-c2ccccc2)cc1 (stereo not drawn) | 1.9 | -3
COc1cccc(Nc2nc(C(N)CC(C)C)cs2)n1 (stereo not drawn) | 1.2 | 0
CCOC(=O)[C@]12Cc3c(cc(OC)c(OC)c3OC)[C@H]1N(C1CCCCC1)C(=O)c1cc(OC)ccc12 | 2.1 | -5
COc1ccc(-n2nnnc2C(c2cccs2)N2CCN(C/C=C/c3ccccc3)CC2)cc1 (stereo not drawn) | -0.7 | -2
COCCNc1nc2cc(-c3cccc(Cl)c3)sc2c(=O)n1C | 2.3 | -1
O=Nc1ccc(Cl)cn1 | 1.6 | 11
CCOC(=O)C1=CCC(C(C)(C)C)N(S(=O)(=O)c2ccc(C)cc2)C1 (stereo not drawn) | 3.4 | -3
CC1(C(=O)O)CCCN1C(=O)c1ccccc1OC(F)(F)F (stereo not drawn) | 1.3 | 3

Next section:
SMILES	phage Ecoli inh	Wnt act
CC(C)CNc1ncnc2c1ncn2[C@H]1CN(C2CCCC2)C[C@@H](CO)O1	2.9	-6
O=C(C1CCCCC1)N1CCC2CC1c1cc(-c3ccc4c(c3)OCO4)ccc12 (stereo not drawn)	3.4	-2
CSc1ccc(Cn2c(C)c(C(=O)NCc3cccc(Cl)c3)sc2=O)cc1	0.3	-7
CCc1nc2ccc(C(=O)Nc3ccc4c(c3)OCC(=O)N4)cn2c1N(C)C(=O)Cc1ccccc1	2.5	-4
Cc1cccnc1C(NC(=O)C1CCN(Cc2ccc(Oc3ccccc3)cc2)CC1)c1ccc(F)cc1 (stereo not drawn)	3.8	-3
CCCCNC(=O)C[C@@H]1C[C@@]2(C(=O)OC)CC(C)(C)CC=C2N(Cc2cccc3ccccc23)C1=O	0.3	-5
Cc1noc(C)c1S(=O)(=O)N(C)C[C@H]1OCc2cnnn2CCCC(=O)N([C@@H](C)CO)C[C@H]1C	4.8	-2
Cc1ccc(NC2CCCN(C(=O)c3nonc3C)C2)cc1C (stereo not drawn)	2.1	-5
COc1ccc(CCN2C(=O)CCC2(C)c2nnnn2-c2ccc3c(c2)OCCO3)cc1OC (stereo not drawn)	2.9	-2
Cc1ccc(N2CCN(S(=O)(=O)c3c(C)nc4sccn4c3=O)CC2C)cc1 (stereo not drawn)	5.0	0
CCc1nc2c(OCCOc3ccccc3)cccn2c1N(C)C(=O)c1cccs1	0.8	-3
COc1cc(CN2CCC(C(=O)NC(c3ccc(-c4ccccc4)cc3)c3cnccn3)CC2)cc(OC)c1 (stereo not drawn)	3.7	-1
Cc1csc(-c2nc3ccccc3n2C(C(=O)NC(C)(C)C)c2ccccc2)c1 (stereo not drawn)	2.2	-7
CCOC(=O)[C@]12CCCC=C1N(Cc1ccc(Cl)cc1Cl)C(=O)[C@H](CC(=O)NCc1cccc3ccccc13)C2	2.1	-7
CC[C@@H](NCCCn1ccc(NC(=O)OCc2ccccc2)nc1=O)c1ccccc1	3.6	-2
O=C(NCCC(F)(F)F)C1Cc2c(-c3ccc(Cl)cc3)ccnc2O1 (stereo not drawn)	0.4	-1
C=CCCC(=O)N1C[C@H]2CCN(C)[C@H]2C[C@H]1c1ccccc1	3.9	0
COc1ccc(OCCNC(=O)c2ccc3nc(C)c(N(C)C(=O)CCc4ccccc4)n3c2)cc1	3.1	-2
Cc1ccccc1S(=O)(=O)N1CCCc2nc(-c3ccccc3)ccc21	3.0	4
CCN(CC(=O)Nc1cccc(F)c1)CC(=O)Nc1ccc2c(c1)OCCO2	-1.9	-3
COc1ccccc1C(=O)NCC(=O)N(C)Cc1nc2ccccc2c(=O)[nH]1	0.8	10
C[C@H]1CN([C@@H](C)CO)C(=O)CCCn2nncc2CO[C@H]1CN(C)S(=O)(=O)c1ccc(F)cc1	4.5	-1
CC(=O)CC1c2cc(F)ccc2C=C(c2ccsc2)N1c1ccc(-c2ccc(C(N)=O)cc2)cc1 (stereo not drawn)	5.3	2
Cc1ccccc1OC1(C)CCN(Cc2ccc3ccccc3c2)C1 (stereo not drawn)	1.1	-1
CSCCC(C(=O)NCc1ccccc1)n1c(Cc2cc(F)cc(F)c2)nc2ccccc21 (stereo not drawn)	4.8	-3
COc1ccccc1-c1cccc(-c2nc(C(=O)Nc3nccs3)cc3c2[C@@H](CCO)N(C(C)=O)C3)c1	0.4	-1
C[C@@H]1CN([C@@H](C)CO)C(=O)CCCn2nncc2CO[C@@H]1CN(C)S(=O)(=O)c1ccccc1C#N	2.7	-6
CCN(CC)C(=O)C1=C(C)N(CCCN2CCCC2=O)C(=O)C(CC(=O)NCC2CCCCC2)C1 (stereo not drawn)	4.1	0
CC1(C)OC(=O)C2=C(C[C@@H](C3CC3)O[C@H]2c2ccc(Cl)cc2)O1	2.1	-1
O=C(NS(=O)(=O)c1cccc(F)c1)[C@H]1O[C@@H](n2ccc(=O)[nH]c2=O)[C@H](O)[C@@H]1O	0.3	0
CC(=O)c1ccc(-c2c(CCO)sc3ccccc23)cc1	0.8	3
CC(C)N1C(=O)c2ccccc2NC(=O)C1C(=O)NC1CC1 (stereo not drawn)	4.6	-2
CCCNC(=O)C1(C)CCCN(C(=O)c2cccnc2Oc2ccccc2)C1 (stereo not drawn)	2.3	0
Cc1cc(C)n2c(Nc3ccc4c(c3)OCCO4)c(C(C)C)nc2n1	0.2	12
C[C@@H]1CN([C@H](C)CO)C(=O)CCCn2cc(nn2)CO[C@H]1CN(C)C(=O)Cc1ccccc1	1.6	-1
CC(=O)c1cccc(Nc2ccc(C#N)cc2)c1	3.8	1
C[C@@H]1C=CCCO[C@]12C(=O)Nc1ccccc12	1.9	0
COc1cccc(C(C)(O)c2nc(-c3cnc4ccccc4c3)cs2)c1 (stereo not drawn)	3.0	-2
COc1cccc(C(NC(C)=O)c2nc(-c3ccoc3)cs2)c1 (stereo not drawn)	0.8	-3
COC(=O)[C@@]1(Sc2ccccc2)CC(=O)N[C@@H]1c1ccccc1	2.1	-3
O=C(CC[C@H]1O[C@@H](n2cnc3c(NC(=O)c4ccccc4)ncnc32)[C@H](O)[C@@H]1O)NCC1CCCO1 (stereo partly drawn)	0.9	-2
Cc1ccc2nc(CC(O)(c3ccccc3)c3ccccc3)ccc2c1	1.9	-1
CCOC(=O)C1(C)CCCCN1C(=O)c1ccccc1OC (stereo not drawn)	2.5	-1
CC(C)C(=O)Nc1cccc(S(=O)(=O)NC2=NCCC2)c1	0.6	0
O=C(Nc1ccccc1)c1cc(C2COCCN2C(=O)c2ccccn2)on1 (stereo not drawn)	-0.6	-4
O=C1c2ccccc2C(=Cc2cccnc2)c2ccccc21	1.2	-4
CC(C)c1ccccc1NC(=O)Nc1nnc([C@@H]2C[C@H](O)[C@@H](CO)O2)s1	0.4	-3
Nc1cc(N)cc(C(=O)c2ccccc2)c1	0.3	-2
CC1(c2nnnn2Cc2ccccc2)CCC(=O)N1CCOc1ccccc1 (stereo not drawn)	-0.2	-3
CC(=O)NC(c1cccc(F)c1)c1nc(-c2cccc(C(F)(F)F)c2)cs1 (stereo not drawn)	3.6	-1
COC(=O)C1=C(C)N(Cc2ccc(C(F)(F)F)cc2)C(=NCc2ccccc2C(F)(F)F)NC1c1ccc(C(F)(F)F)cc1 (stereo not drawn)	1.7	-22
CCOC1=C2[C@@H](CN(S(=O)(=O)c3ccc(C)cc3)[C@H]2c2ccccc2Cl)[C@H]2C(=O)NC(=O)[C@H]2C1	2.1	-1
COCCNC(=O)C1(C)CCN(Cc2ccc3ccccc3c2Br)C1 (stereo not drawn)	3.2	-1
CCc1nc2ccc(C(=O)NCCN3CCOCC3)cn2c1N(C)Cc1ccc(OC)cc1	1.6	0
CSc1ccccc1CNC(=O)C1(C)CCCN1CC(C)C (stereo not drawn)	0.8	-2
COc1cccc(C(Nc2ccccc2)c2ccc3ccc(C)nc3c2O)c1 (stereo not drawn)	12*	7
Nc1nc2c(ncn2[C@@H]2O[C@H](C(=O)N[C@H](Cc3ccccc3)C(=O)NC3CCCCC3)[C@@H](O)[C@H]2O)c(=O)[nH]1	0.2	-1
CCCCCCCCN1C(=O)[C@H](CC(=O)N2CCCC2)C[C@@]2(C(=O)OCC)CCCC=C12	-0.3	-4
CC1(C(=O)NS(=O)(=O)c2ccccc2C(F)(F)F)CCN1C(=O)CCc1ccccc1 (stereo not drawn)	0.0	-1
CN(C)CCNc1ncnc2c1ncn2[C@H]1CN(Cc2ccc(-c3ccccc3)cc2)C[C@@H](CO)O1	3.3	-3
Carrying on:
SMILES	phage Ecoli inh	Wnt act
OC[C@@H]1CN(Cc2cccnc2)C[C@H](n2cnc3c(N4CCCC4)ncnc32)O1	-1.2	-2
C[C@@H]1CNC(=O)c2c(C(=O)N(C)Cc3ccccc3)ncn21	0.9	3
COc1ccc(Br)c(C=O)c1OS(=O)(=O)c1ccc(C)cc1	3.2	-3
CCCCCC(=O)N1C[C@H](O)[C@@H](n2cc(COC(=O)c3ccccc3)nn2)C[C@@H]1c1ccc(C)cc1	3.1	-3
CCCc1c(-c2ccc(OC)cc2)ncn1CCc1ccccc1OC	-3.3	-1
CC12CCC(CC1O)C2C(=O)O (stereo not drawn)	5.1	-1
COc1ccc(S(=O)(=O)NC(=O)C2(C)CCN2C(=O)c2ccccc2CCc2ccccc2)cc1 (stereo not drawn)	0.2	1
CNc1ncnc2c1ncn2[C@H]1CN(Cc2ccc(OC)cc2)C[C@@H](CO)O1	1.6	-1
O=C(OCc1cn([C@@H]2CN(C(=O)c3cccs3)[C@@H](c3ccc(Cl)cc3)C[C@H]2O)nn1)c1ccccc1	3.1	-1
O=C(Nc1ccc(C(O)c2ccccc2)cc1)[C@@H]1O[C@H](CO)[C@@H](O)[C@H]1O (stereo partly drawn)	0.5	1
CCN(CC)C(=O)C1=C(C)N(CCC2=CCCCC2)C(=O)C(CC(=O)NC2CCCC2)C1 (stereo not drawn)	1.7	-5

Compound activity from PubChem.
